Source: PubChem (National Center for Advancing Translational Sciences (NCATS))
KinaseGlo FLuc: counter-screen: inhibitors of Kinase-Glo firefly luciferase | Kinase-Glo luciferase, ATP luminescence, 8 min | 200,000 tested, 0.28% active | Potency, µM (top dose mostly 38.3 µM), for inactives: at the top dose activity change, negative = inhibition, usual class: inhibitors; note: potency is the fitted concentration of half-maximal effect; % is set by controls: 0 for no effect and ±100 for the full control effect; nearly all actives have a fitted effect of over 60% in size
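Light output from Kinase-Glo luciferase with luciferin and 10 uM ATP in 50 mM imidazole pH 7.2, KCl, MgCl2, Tween 20, BSA; compound pin-delivered, 8-min ambient incubation, then luminescence read.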
IMPase Li inh: IMPase inhibition in cells with lithium potentiation | 210,000 tested, 0.35% active | CHO-M1 cells, IP1 TR-FRET (IP-One), carbachol + lithium | Potency, µM (highest dose often 59.4 µM), inactives show at the top dose activity, negative = IMPase inhibition, actives largely listed as inhibitors;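 note: IP1 builds up when IMPase is blocked and the TR-FRET signal falls; potency is the fitted concentration of half-maximal effect; plate controls were basal vehicle for no effect and high inhibitor control for full effect; nearly all actives have a fitted effect of over 50% in size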
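Readout is a homogeneous TR-FRET IP1 immunoassay (Ex 320, Em 665 and 620), where raised cytosolic IP1 lowers signal. Cells were CHO-M1 treated 30 min at 37C with test compounds plus a little lithium; AC50 values came from Hill-equation fitting.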
NPSR antag: antagonists of human neuropeptide S receptor cAMP signaling. CHO-NPSR cells, cAMP TR-FRET, antagonist mode. Potency, µM (series often up to 38.3 µM), inactives show at the highest dose activity change, negative = inhibition, hits mostly inhibitors. 220,000 tested, 1% active; note: potency is the fitted concentration of half-maximal effect; % is set by controls: 0 for no effect and ±100 for the full control effect; nearly all actives have a fitted effect of over 50% in size; many of its hits are not listed in these tables
Target sequence (Q6W5P4 whole entry, looked up): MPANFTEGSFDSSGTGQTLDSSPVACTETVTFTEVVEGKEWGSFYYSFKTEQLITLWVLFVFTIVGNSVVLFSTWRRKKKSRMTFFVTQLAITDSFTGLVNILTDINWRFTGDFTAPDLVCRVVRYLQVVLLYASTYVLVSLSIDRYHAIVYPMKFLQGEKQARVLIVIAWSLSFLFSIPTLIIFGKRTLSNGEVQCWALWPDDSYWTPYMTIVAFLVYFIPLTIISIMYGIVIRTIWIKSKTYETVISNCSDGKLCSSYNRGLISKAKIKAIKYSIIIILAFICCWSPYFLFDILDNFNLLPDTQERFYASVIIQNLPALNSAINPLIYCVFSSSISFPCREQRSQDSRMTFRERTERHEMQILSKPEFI
Epigenetic reg: regulators of epigenetic silencing causing reporter derepression in mouse cells | 280,000 tested, 0.2% active | murine LDR cells, GFP reporter derepression, 30 h | Potency, µM (doses to about 53.9 µM), without a hit: top-dose GFP activation, hits mostly activators; note: potency is the fitted concentration of half-maximal effect; % of control where 0% means no effect; nearly all actives have a fitted effect of over 60% in size
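Murine LDR cells carrying a silenced, genomically integrated CMV-driven GFP reporter were exposed to compound for 30 hours at 37 C. After PBS washes, GFP-positive cells (20–120 um objects) were counted by laser-scanning microplate cytometry.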
HttQ103 aggreg: mutant huntingtin aggregation inhibition; PC12 HttQ103-GFP aggregates, Acumen cytometry, 40 h; Potency, µM (series often up to 46.1 µM), for inactives: at the highest dose activity change, negative = inhibition, actives largely listed as inhibitors; 220,000 tested, 1.1% active; note: potency is the fitted concentration of half-maximal effect; % is set by controls: 0 for no effect and ±100 for the full control effect; nearly all actives have a fitted effect of over 60% in size
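PC12 cells stably carrying ecdysone-inducible HTT exon 1 Q103–GFP were induced with tebufenozide (100 nM final) and treated with library compounds in titration. GFP aggregates in lysates were counted by laser scanning cytometry.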
Lamin A splicing: changes lamin A minigene splicing in HeLa cells | Potency, µM (doses to about 46.1 µM), inactives show at the top dose ratio change, negative = inhibition, usual class: inhibitors | HeLa LMNA splicing GFP/RFP minigene ratio, 48 h | 200,000 tested, 0.01% active; active = well fitted inhibition curve with a large enough effect in the signal ratio, with a control signal flat, not every such curve was filed as active; inconclusive = small, poorly fitted or top-dose-only effect, or effect the other way, or a change in a side signal; the % refers to the signal ratio; note: potency is the fitted concentration of half-maximal effect; % is set by controls: 0 for no effect and ±100 for the full control effect
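S3 HeLa stable clones carrying a lamin A-EGFP splicing minigene plus DsRed2 were seeded at 600 cells/well in Opti-MEM with 2% FBS, pin-dosed and incubated 48 h at 37°C. Acumen cytometry (488 nm) gave the GFP/RFP total-intensity ratio.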
CBFb-RUNX1 inh: CBF-beta/RUNX1 interaction disruption; AlphaScreen CBFb-His/RUNX1-biotin binding, biochemical; Q01196+Q13951; Potency, µM (series often up to 59.8 µM), for inactives: at the highest dose activity, negative = inhibition, actives largely listed as inhibitors; 230,000 tested, under 10 active; note: % of control where 0% means no effect
Target sequence (Q01196 whole entry, looked up): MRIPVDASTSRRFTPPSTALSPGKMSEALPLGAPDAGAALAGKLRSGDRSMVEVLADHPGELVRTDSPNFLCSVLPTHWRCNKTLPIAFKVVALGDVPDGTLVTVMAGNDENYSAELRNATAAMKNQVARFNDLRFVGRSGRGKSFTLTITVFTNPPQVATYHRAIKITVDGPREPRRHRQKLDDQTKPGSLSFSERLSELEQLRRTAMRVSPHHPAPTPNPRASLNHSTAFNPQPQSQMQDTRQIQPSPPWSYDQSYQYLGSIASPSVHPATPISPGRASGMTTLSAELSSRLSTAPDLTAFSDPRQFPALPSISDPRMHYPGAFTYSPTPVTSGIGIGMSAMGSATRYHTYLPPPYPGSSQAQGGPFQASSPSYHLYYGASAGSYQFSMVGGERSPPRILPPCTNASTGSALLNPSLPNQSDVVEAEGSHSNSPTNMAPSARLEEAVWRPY
Target sequence (Q13951 whole entry, looked up): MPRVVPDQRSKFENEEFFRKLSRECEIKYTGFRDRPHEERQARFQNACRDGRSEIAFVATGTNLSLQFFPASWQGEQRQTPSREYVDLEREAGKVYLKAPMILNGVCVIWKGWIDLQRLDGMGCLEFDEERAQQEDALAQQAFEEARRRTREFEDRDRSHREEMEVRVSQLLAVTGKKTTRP
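Compounds were screened at multiple concentrations against a preformed CBF-beta(His)/RUNX1(biotin) complex (30 nM of each) for 15 min at room temperature, followed by 90 min with nickel and streptavidin beads and AlphaScreen reading.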
* = called active by the depositor; ? = inconclusive; nt = no result given; [ ] = remark or other dose. Unless noted, calls come from the whole dose curve; as a rule, active = well fitted curve in the direction sought with a large enough effect; inconclusive = small, poorly fitted or top-dose-only effect, or another doubt; inactive = no such curve, though single readings can be large; an effect the other way counts as inactive or inconclusive. Only part of the results is shown; rates above refer to the full screens.

SMILES	KinaseGlo FLuc	IMPase Li inh	NPSR antag	Epigenetic reg	HttQ103 aggreg	Lamin A splicing	CBFb-RUNX1 inh
C/[N+]([O-])=C/c1c(OCc2ccc(Cl)cc2Cl)ccc2ccccc12	1%	11%	-9%	0.0%	10%	6%[46 µM]	-1%
N#CC(=C1Nc2ccccc2N1)S(=O)(=O)c1ccccc1	2%	9%	-8%	-1.3%	-26%	8%[46 µM]	-1%
CN(Cc1nc(Cc2ccccc2F)no1)Cc1cccc2ncccc12	-4%	18%	9%	-2.1%	10%[9.22 µM]	?	16%
O=C(Oc1ccccc1)c1cccc(N2C(=O)CCC2=O)c1	-1%	-17%[38.3 µM]	10%[46.1 µM]	0.8%	-2%	3%	5%
CC(C)C(NC(=O)C1CCCCC1)C(=O)N1CCN(c2ccc(F)cc2)CC1 (configuration not stated)	nt	nt	-7%[46.1 µM]	0.0%	-3%	?	0%
COc1ccc(C(=O)Nn2c(SCC(=O)c3ccc(Cl)cc3)nc3ccccc3c2=O)cc1	-21%	-29%[38.3 µM]	?	0.0%	-34%	0%	2%
Cc1cc(C)cc(N(CC(=O)NCCSCc2ccccc2)S(C)(=O)=O)c1	2%	5%	-11%	-4.0%	3%[9.22 µM]	nt	1%
CN1CCN(CCc2nc3cc(NC(=O)COc4ccccc4)ccc3n2C)CC1	0%	1%[38.3 µM]	0%[46.1 µM]	-1.0%	21%	-1%	1%
COc1ccc(OCCNc2cc(Cl)ccc2[N+](=O)[O-])cc1	2%	10%	-2%[46.1 µM]	1.2%	-10%	?	?
Cc1ccc(-c2csc3ncnc(SCC(=O)Nc4nnc(C)s4)c23)cc1	5%	19%[38.3 µM]	-16%[46.1 µM]	6.5%	?	-4%	8%
NNC(=O)COc1ccc(C2SCCS2)cc1	-4%	-6%	12%	1.4%	-8%	?	-16%
O=C(O)COc1ccccc1/C=N/NC(=O)CN1CCN(Cc2ccc(Cl)cc2)CC1	nt	nt	?	1.2%	1%[9.22 µM]	nt	-3%
Cn1nnc2cc(C(=O)NCc3ccc4c(c3)OCO4)ccc21	5%	9%[38.3 µM]	-8%[46.1 µM]	-1.0%	-14%	6%	-2%
CCN1CCCC1CNC(=O)CSc1cc(=O)n(CC)c2ccccc12 (configuration not stated)	2%	-12%[38.3 µM]	-16%[46.1 µM]	7.1%	21%	-3%	1%
COc1ccc([N+](=O)[O-])cc1NC(=O)CCc1ccccc1	-2%	-11%[38.3 µM]	-10%[46.1 µM]	-0.3%	-3%	10%	-8%
Cc1ccc(N=Cc2c(O)n(-c3cc(Cl)ccc3N3CCOCC3)c(=O)c3ccccc23)cc1C	-1%	-4%[38.3 µM]	-17%[46.1 µM]	0.0%	17%	-15%	-17%
O=C(CNC(=O)C(c1ccccc1)c1ccccc1)OCc1ccccc1	1%	8%	8%	-1.9%	13%[9.22 µM]	4%[46 µM]	4%
CCOc1ccccc1C(=O)n1nc(C)cc1C	0%	17%[38.3 µM]	-5%[46.1 µM]	-1.1%	-5%	8%	1%
COc1cccc2c(=O)n(CC(=O)Nc3ccccc3)ccc12	-4%	?	-2%[46.1 µM]	0.0%	-16%	-5%	10%
Cc1ccc2[nH]c3c(c2c1)CCCC3C(N)=O (configuration not stated)	0%	5%	19%[46.1 µM]	2.1%	4%	-4%	-3%
Cc1nc(N2CCOCC2)nc(Oc2ccccc2F)c1[N+](=O)[O-]	nt	nt	?	-1.2%	-27%[9.22 µM]	nt	5%
Cc1cc(C)cc(N(C(=O)Cn2nnc3ccccc32)C(C(=O)NCc2ccco2)c2ccncc2)c1 (configuration not stated)	-6%	29%[38.3 µM]	-17%[46.1 µM]	0.0%	?	3%	-1%
COC(=O)c1ccccc1NC(=O)COC(C)=O	-4%	-13%[38.3 µM]	-8%[46.1 µM]	6.0%	-1%	3%	2%
O=C(CSc1nnc(CNC(=O)c2cccs2)o1)Nc1cccc(C(F)(F)F)c1	0%	1%[38.3 µM]	5%[46.1 µM]	-0.9%	-6%	3%	3%
CCc1ccc(/C=N/NC(=O)c2cc(C3CC3)nc3ccccc23)s1	-1%	24%[38.3 µM]	-1%[46.1 µM]	2.3%	-14%	-19%	-2%

In the list so far, these have two or more sulfur atoms.
SMILES	KinaseGlo FLuc	IMPase Li inh	NPSR antag	Epigenetic reg	HttQ103 aggreg	Lamin A splicing	CBFb-RUNX1 inh
Cc1cc(C)cc(N(CC(=O)NCCSCc2ccccc2)S(C)(=O)=O)c1	2%	5%	-11%	-4.0%	3%[9.22 µM]	nt	1%
Cc1ccc(-c2csc3ncnc(SCC(=O)Nc4nnc(C)s4)c23)cc1	5%	19%[38.3 µM]	-16%[46.1 µM]	6.5%	?	-4%	8%
NNC(=O)COc1ccc(C2SCCS2)cc1	-4%	-6%	12%	1.4%	-8%	?	-16%
O=C(CSc1nnc(CNC(=O)c2cccs2)o1)Nc1cccc(C(F)(F)F)c1	0%	1%[38.3 µM]	5%[46.1 µM]	-0.9%	-6%	3%	3%

(list continues)
SMILES	KinaseGlo FLuc	IMPase Li inh	NPSR antag	Epigenetic reg	HttQ103 aggreg	Lamin A splicing	CBFb-RUNX1 inh
Cc1ccc(C)c(NC(=O)CSc2nnc(-c3ccccc3)n2N)c1	-2%	-8%[38.3 µM]	2%[46.1 µM]	0.0%	-4%	3%	4%
COc1ccc(S(=O)(=O)N2CCCC(C(=O)NCc3ccccn3)C2)cc1 (configuration not stated)	8%	8%[38.3 µM]	-5%[46.1 µM]	-1.1%	-13%	-4%	10%
CN1C(=O)C(O)(CC(=O)c2cccs2)c2ccccc21 (configuration not stated)	1%	1%	14%	2.2%	nt	7%[46 µM]	-1%
C=CCn1c(C)csc1=Nc1ccc(C(C)=O)cc1	2%	15%	-15%	-0.3%	-7%	-14%[46 µM]	6%
CSc1nc(C)nc(N/C=C(\C#N)S(=O)(=O)c2ccccc2Cl)n1	nt	nt	9%[7.67 µM]	1.1%	0%[9.22 µM]	nt	4%
CNC(=S)N/N=C(\C)c1ccc(C(C)(C)C)cc1	-3%	11%	-23%[46.1 µM]	?	-13%	-9%	5%
CCOc1ccc(-c2nc(CSCC(=O)NC3CCCc4ccccc43)c(C)o2)cc1 (configuration not stated)	2%	50%[activator][38.3 µM]	?	2.8%	?	8%	-13%
CCCOc1ccc2c(CC)cc(=O)oc2c1C	0%	6%	11%	1.0%	15%	7%	?
CC(C)C12CCC(C(=O)O)C(C1)C(=O)O2 (configuration not stated)	-5%	-18%[38.3 µM]	-6%[46.1 µM]	5.0%	11%	-1%	4%
O=C(C1CCCCC1)N(CCN1CCCC1)c1nc2ccccc2s1	2%	10%[38.3 µM]	-4%[46.1 µM]	1.1%	0%	?	-1%
Cc1nc2ccc(NC(=O)c3ccco3)cc2nc1C	-4%	3%	10%	-2.5%	-3%	nt	-2%
CC1CCCC(NC(=O)COC(=O)COc2ccccc2Cl)C1C (configuration not stated)	0%	-1%	5%	1.1%	8%	?	6%
ClC(Cl)c1nnc(-c2ccccc2)c(-c2c[nH]c3ccccc23)n1	1%	4%	-16%	0.9%	20%	2%	10%
Cc1cccc(NC(=O)CSc2nnc(C)c(=O)n2N)c1	3%	0%	6%	-1.5%	-1%	2%[9.22 µM]	-1%
CCOC(=O)CNC(=O)CSc1nc(-c2cccc(C)c2)ns1	-3%	9%	-5%	5.2%	4%	9%[46 µM]	2%
COc1ccc(/C=C/C(=O)NCCOc2ccc(C)cc2)cc1	-2%	8%	-6%	-0.9%	0%	-2%	-2%
CCN(CC)S(=O)(=O)c1ccc(/C=C/C(=O)OCC(=O)Nc2cccc3ccccc23)cc1	4%	7%	1%	2.0%	-13%	-3%	5%
Nc1ccc2c(c1)-c1ccccc1S(=O)(=O)N2	-3%	21%[38.3 µM]	?	-0.7%	-8%	4%	-16%
CC(C)Cn1c(N)c(C(=O)COC(=O)c2ccncc2)c(=O)n(C)c1=O	-8%	-7%[38.3 µM]	-2%[46.1 µM]	1.1%	-12%	10%	0%
CCN1CCN(CCCN(Cc2ccco2)C(=S)Nc2cccc(Cl)c2C)CC1	0%	4%	0%	-0.9%	-8%	?	-5%
CC(C)(C)c1ccc(/C=N/OCC(=O)NCc2ccccc2)cc1	1%	-6%	0%	0.0%	-7%	?	8%
Fc1ccccc1OCC1CCCN(Cc2nc(CC3CC3)no2)C1 (configuration not stated)	-1%	9%	18%	0.1%	-7%[9.22 µM]	16%[46 µM]	22%
Cc1cc(C)cc(NC(=S)Nc2cccc3cnccc23)c1	2%	15%	-15%	-0.4%	1%	nt	-14%
O=c1/c(=C\c2cccc(O)c2)sc2nc(-c3ccccc3)c(-c3ccccc3)n12	nt	nt	?	9.7%	-4%[9.22 µM]	nt	?
CC(=O)Nc1ccc(C2=NN(C)C(=NCc3ccccc3)SC2)cc1	0%	35%[activator]	-26%	-0.4%	9%	5%[46 µM]	-9%
COCCNC(=O)CN(CCc1ccccc1)S(=O)(=O)c1ccc(OC)cc1	-2%	23%[38.3 µM]	-5%[46.1 µM]	-0.3%	-24%[9.22 µM]	0%	2%
COc1ccc(N2CC(C(=O)NCCc3ccc(OC)c(OC)c3)CC2=O)cc1 (configuration not stated)	4%	0%[38.3 µM]	8%[46.1 µM]	-5.7%	12%	7%	-1%
Cc1ccc(CN(c2ccc(C(=O)Nc3cccnc3)cc2)S(C)(=O)=O)cc1	-1%	48%[activator][38.3 µM]	-17%[46.1 µM]	-0.1%	-6%	-12%	3%
CCn1c(C)c(CS(=O)(=O)c2ccccc2)[nH]c1=O	-2%	3%	4%	0.4%	?	nt	13%
C=CCSC1=N/C(=C\c2ccc(C)o2)C(=O)S1	1%	-5%[38.3 µM]	-9%[46.1 µM]	-3.0%	-5%[9.22 µM]	12%	-15%

Fetched by compound from above (3):
SMILES	KinaseGlo FLuc	IMPase Li inh	NPSR antag	Epigenetic reg	HttQ103 aggreg	Lamin A splicing	CBFb-RUNX1 inh
CC(=O)Nc1ccc(C2=NN(C)C(=NCc3ccccc3)SC2)cc1	0%	35%[activator]	-26%	-0.4%	9%	5%[46 µM]	-9%
COc1ccc(N2CC(C(=O)NCCc3ccc(OC)c(OC)c3)CC2=O)cc1 (configuration not stated)	4%	0%[38.3 µM]	8%[46.1 µM]	-5.7%	12%	7%	-1%
C=CCSC1=N/C(=C\c2ccc(C)o2)C(=O)S1	1%	-5%[38.3 µM]	-9%[46.1 µM]	-3.0%	-5%[9.22 µM]	12%	-15%
